Pf Dd2 inh = inhibitors of Plasmodium falciparum Dd2 growth; P. falciparum Dd2 growth, SYBR Green, 72 h; Potency, µM (top dose mostly 28.9 µM), for the others: at the highest dose activity, negative = inhibition, actives largely listed as inhibitors; 4.3% of 120,000 active; AID 1347417; active = well fitted inhibition curve with a large enough effect; inconclusive = small, poorly fitted or top-dose-only effect; inactive = no such curve, though single readings can be large or run the other way;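 also: plate controls were DMSO vehicle for no effect and reference drug for full effect; nearly all actives have a fitted effect of over 65% in size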
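Readout: SYBR Green fluorescence, 485 nm excitation, 535 nm emission, after ~16 h lysis at 37C. Before that, Dd2-infected red cells (2.5% hematocrit) grew 72 h with compound, 29 uM top final concentration.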
Active calls of the source: *; i = inactive; u = inconclusive; [ ] = another dose, or the depositor's remark. Potency is read from the fitted curve at half-maximal effect.

smiles | Pf Dd2 inh
FC(F)(F)c1ccc(CN2CCCC3(CC(c4ccccn4)=NO3)C2)cc1 (stereo unspecified) | -4.8%
Cc1nn(-c2nc(-c3ccccc3)cc(C(F)(F)F)n2)c(C)c1Cl | u
CCOC(=O)c1ccccc1NC(=O)N1CCC(N2CCN(Cc3ccccc3)C(=O)C2=O)CC1 | u
COc1cccc(CN2Cc3cc(NC(=O)CC(C)(C)C)ccc3OC(C)C2=O)c1OC (stereo unspecified) | u
O=C1CC2CCCC(C1)N2C(=O)C1CCCC1 | -24.9%[44.1 µM]
COC(=O)C1=CN(CC(=O)Nc2cccc(Cl)c2)S(=O)(=O)N=C1C | 55.2%[activator]
COC(=O)c1ccccc1NC(=O)c1ncoc1-c1ccco1 | 11.5%
Cc1cc(C)cc(-n2c(SCC(=O)Nc3nnc(C)s3)nc3c([nH]c4ccccc43)c2=O)c1 | 7.5%
N#Cc1ccccc1CN1CCNc2nc(COc3ccccc3)n(Cc3ccccc3)c2C1=O | i
Cn1nc(-c2cccs2)cc1[C@H]1CN2CC[C@H]1C[C@@H]2COC(=O)Nc1ccccc1 | u
CCOc1ccccc1NC(=O)N1CCN(S(=O)(=O)c2ccc3c(ccn3C)c2)CC1 | -29.0%
COc1ccccc1N1CCN(S(=O)(=O)c2ccc(-c3coc(C)n3)cc2)CC1 | 41.1%[activator]
Cc1ccc(-c2noc(-c3nc(C4CC4)no3)n2)cc1 | 6.6%
CC(=O)NC1CC(c2cc(NCCCOC3CCN(C)CC3)ncn2)C1 (stereo unspecified) | u
Cn1nnc(-c2ccc(C(=O)NC3CCC(n4cnnc4)CC3)cc2)n1 (stereo unspecified) | -14.5%
CCCCN1CCN(C(=O)c2cc(NC(=O)C3CCC3)cc3nc(C)ccc23)CC1 | u
O=C1CN(C(=O)c2ccc(S(=O)(=O)N3CCCCC3)cc2)C(c2ccc(F)cc2)c2cc(Cl)ccc2N1 (stereo unspecified) | u
CC(=O)Nc1cccc(CN2CCC(N3CCCNC3=O)CC2)c1 | -0.4%[44.1 µM]
Cc1cn2c(=O)cc(COc3ccc(Cl)cc3)nc2s1 | 20.1%
CC(C)CCN1CCC(N2CCN(C(=O)c3ccccc3F)CC2)C1=O (stereo unspecified) | 3.2%
O=c1n(-c2ccncc2)nc2n1CCN([S+](=O)([O-])c1cccs1)C2 | u
CC1(C)CC(=O)c2cc(-c3nc(-c4ccc(Cl)cc4)cs3)c(=O)n(-c3cccc(F)c3)c2C1 | 3.0%
CC(C)CCn1c(CN2CCN(C(C)C)C(CCO)C2)nc2ccccc21 (stereo unspecified) | i
O=C(CCn1ccn2nc3c(c2c1=O)CCCC3)N1CCC(Cc2ccccc2)CC1 | -19.7%
Cc1ccc(-n2ncc(C(=O)N3CCc4ccccc4C3)c2C2CCN(C(=O)OC(C)(C)C)CC2)cc1C | -2.2%
CCNC(=O)[C@@H]1C[C@H](n2cc(CN(C)C(=O)OC)nn2)CN1 | 1.6%
CCOC(=O)c1ccccc1NC(=O)Nc1cc2c(cc1N1CCCC1)n(C)c(=O)n2C | -38.6%
CCn1ccc(C(=O)N2CCC(Oc3ccccc3-c3nc(C4CCOCC4)no3)C2)n1 (stereo unspecified) | i
COc1ccc(NC(=O)N2C[C@@H]3C[C@H](C2)c2ccc(NC(=O)Nc4ccccc4)c(=O)n2C3)cc1 | u
CC(C)N1C[C@H](C(=O)NCCc2ccccc2)[C@H](C(=O)O)C1 | -25.8%

The final seven compounds of the part before lead into the next.
smiles | Pf Dd2 inh
O=C(CCn1ccn2nc3c(c2c1=O)CCCC3)N1CCC(Cc2ccccc2)CC1 | -19.7%
Cc1ccc(-n2ncc(C(=O)N3CCc4ccccc4C3)c2C2CCN(C(=O)OC(C)(C)C)CC2)cc1C | -2.2%
CCNC(=O)[C@@H]1C[C@H](n2cc(CN(C)C(=O)OC)nn2)CN1 | 1.6%
CCOC(=O)c1ccccc1NC(=O)Nc1cc2c(cc1N1CCCC1)n(C)c(=O)n2C | -38.6%
CCn1ccc(C(=O)N2CCC(Oc3ccccc3-c3nc(C4CCOCC4)no3)C2)n1 (stereo unspecified) | i
COc1ccc(NC(=O)N2C[C@@H]3C[C@H](C2)c2ccc(NC(=O)Nc4ccccc4)c(=O)n2C3)cc1 | u
CC(C)N1C[C@H](C(=O)NCCc2ccccc2)[C@H](C(=O)O)C1 | -25.8%
Cc1ccc(CC2CCOC3(CCN(C(=O)c4cccc(C#N)c4)CC3)C2)cc1 (stereo unspecified) | i
CN(Cc1cccn1C)[S+](=O)([O-])c1cccc(C(F)(F)F)c1 | -20.2%[44.1 µM]
O=C(CSc1nc2c([nH]c3ccccc32)c(=O)n1-c1ccc(F)cc1)NC1CCCCC1 | u
Cc1ccc(NC(=O)CSc2nccn2C2CCCC2)cc1Cl | -2.0%
CCCN(CC1CCOC1)S(=O)(=O)c1cn(C)cn1 (stereo unspecified) | 35.2%[activator][5.79 µM]
O=C(NCCCc1ccccc1)C1CN(c2ccccc2)C(=O)N1 (stereo unspecified) | 6.4%[44.1 µM]
O=C(c1ccc(F)cc1Cl)N1CCC(Cc2nc(-c3ccc(F)cc3)no2)CC1 | u
CCc1noc(-c2ccn3c(CNC(=O)c4cccc(Cl)c4)nnc3c2)n1 | -9.4%
Cc1cccc(CNC(=O)CCCN2C(=O)CCn3nc(-c4cccn4C)cc32)c1 | -13.7%
COc1ccc(-c2cc(C[C@H]3CNCC[C@H]3CC(=O)NCc3cccs3)no2)cc1 | -7.4%[44.1 µM]
C[C@@H]1CN(c2ccc(C#N)cn2)C[C@@]1(O)C1CC1 | -7.2%
O=C(N[C@H]1CCN2C(=O)c3cc(-c4ccc5c(c4)OCO5)ccc3NC(=O)[C@H]12)C1CCCC1 | -7.4%
Cc1nn(C)c2c1c(-c1ccccc1)cc(=O)n2Cc1ccccc1Cl | -17.8%
O=C(NCC1CC1)c1cn(C2CN(S(=O)(=O)c3cccc(F)c3)C2)nn1 | -8.3%
COCCNC(=O)CCCN1C(=O)COc2ccc(C(=O)COc3ccc(Cl)c(C)c3)cc21 | i
Cc1ccc(-n2c(Cc3ccccc3)nnc2SCc2nc(-c3cccs3)no2)cc1C | u
O=C(O)CCC(=O)N1Cc2ccccc2CC2(CCN(CC3CCNC3)C2)C1 (stereo unspecified) | 13.7%
Cc1ccc(CN(C(=O)COc2cc(C)c(Cl)c(C)c2)c2ccccn2)o1 | -1.5%
CN(C)C(C(=O)N1CCC(C(=O)N2CCCC2)CC1)c1cccc(F)c1 (stereo unspecified) | 3.1%
COc1ccc(CCNC(=O)CCn2c(=O)c3ccccc3n(Cc3ccccc3F)c2=O)cc1OC | i
CCN(CC)c1cc2c(cc1F)c(=O)c(S(=O)(=O)c1cc(C)ccc1C)cn2Cc1ccccc1 | u
CCN(CC)S(=O)(=O)c1ccc2c(c1)c(=O)c(C(=O)NCc1ccccc1OC)cn2C | -16.0%
N#Cc1cccc(C(=O)N2CCC(Cc3nc(-c4ccncc4)n[nH]3)C2)c1 (stereo unspecified) | i
O=C(c1ccc2ncccc2c1)N1CCOC(c2ccc(Cl)c(Cl)c2)C1 (stereo unspecified) | -23.4%
COC(=O)[C@H](NC(=O)[C@@H]1C[C@H](NC(=O)Nc2cccc(SC)c2)CN1C(=O)CSC)C(C)C | -9.2%
COc1cccc(C(=O)N(Cc2cccc(F)c2)C2CCS(=O)(=O)C2)c1 (stereo unspecified) | -6.1%
CCN1CCN(CCCNC(=O)c2cnn(-c3ccc(C)cc3C)c2C2CCN(C(=O)OC(C)(C)C)CC2)CC1 | u
COCCC(=O)N1CCC2(CC1)CC(N(C(=O)c1ccccc1)C1CC1)CCO2 (stereo unspecified) | 22.5%
CNC(=O)[C@@H]1C[C@H](Oc2cccnc2)CN1C(=O)CC1CCCC1 | -1.2%
Cc1cn2nc(C(=O)N3CCC(NC(=O)c4ccc(C)c(C)c4)CC3)cc2c(=O)[nH]1 | -0.9%

smiles | Pf Dd2 inh
CC(=O)N1CCc2c(sc3nc(SCC(C)C)n(-c4ccc(F)c(Cl)c4)c(=O)c23)C1 | u
CCOc1cccc(CNC(=O)c2c(OCC3CC3)cc(=O)n3c2CCCCC3)c1 | i
CCn1ncc(N2CCCC(CC(=O)NCc3cccc(Cl)c3)C2)cc1=O (stereo unspecified) | -23.7%
COC[C@@H]1CN(S(=O)(=O)c2cccnc2)C[C@H]1c1ccncc1 | 5.2%
O=C([C@@H]1C[C@H](Oc2ccccc2)CN1C(=O)CC1CCCC1)N1CCCC1 | i
Cc1ccc2c(c1)C(c1ccccc1)N(C(=O)c1ccc(OC(C)C)cc1)CC(=O)N2 (stereo unspecified) | -22.0%
Cc1ccc(NCc2cc3cc4c(cc3n(CC(=O)Nc3ccc(C)cc3)c2=O)OCCO4)cc1 | u
CCOC(=O)c1ccccc1NC(=O)CN1C(=O)NC2(CCOCC2)C1=O | 48.9%[activator]
O=C(CC(F)(F)F)N1CCC(N2C(=O)C(O)C23CCCCC3)CC1 (stereo unspecified) | -7.2%
COc1cc2c(cc1Oc1cccc(N(C)C)c1)NC(=O)C21CCN(c2ncccn2)CC1 | u
CCCCN(c1ccccc1)c1ncnc2c1cnn2-c1ccc(Cl)cc1 | -0.6%
COc1ccccc1N1CCN(C(=O)C[C@@H]2O[C@H](CNC(=O)c3ccccc3)[C@@H](O)[C@H]2O)CC1 | -12.5%
CN(C)C[C@@H]1CN(C)C[C@H]1NC(=O)c1ccc(C(F)(F)F)cc1 | -28.1%
COC(=O)c1ccccc1NC(=O)CSc1nc(=O)cc(N)n1-c1ccccc1 | 55.2%[activator]
Cc1noc2c(-c3cn[nH]c3)cc(-c3cccc(C(F)(F)F)c3)nc12 | -23.5%[44.1 µM]
COc1ccc(CCNC(=O)c2cccnc2N2CC3CC(C2)[C@H]2CCCC(=O)N2C3)cc1OC (stereo partly specified) | i
COc1cccc(CNC(=O)N(C)C2CCc3nnc(C)n3CC2)c1 (stereo unspecified) | -24.6%
CC(C)c1cc(C(=O)N2CCC(n3cc(-c4ccccn4)nn3)CC2)n(C)n1 | -1.5%
COc1cccc([C@H]2CN(C(=O)OCC(C)C)[C@@H]3C4CCN(CC4)[C@H]23)c1 | u
CCCCCn1c(=O)[nH]c2cc(C(=O)N3CCN(c4ccccc4)CC3)ccc2c1=O | 9.2%
Cc1ccn2c(C(=O)N[C@H]3CCOC[C@H]3C3CCOCC3)nnc2n1 | -5.2%
CC(=O)N1CCc2cc(S(=O)(=O)C(C)CC(=O)Nc3ccc(Br)c(C)c3)ccc21 (stereo unspecified) | -10.3%
COCCNC(=O)N1CCN(c2cnccn2)CC(C(=O)O)C1 (stereo unspecified) | 8.1%
COc1cc(Cl)c(NC(=O)CC(C)S(=O)(=O)c2cc3c(cc2C)NC(=O)CO3)c(OC)c1 (stereo unspecified) | -11.3%
COc1cc(Br)c(C2CC(=O)Nc3cc4c(cc32)OCCO4)cc1OC (stereo unspecified) | u
COC(=O)c1ccccc1NS(=O)(=O)c1cc2c3c(c1)CC(=O)N3CCC2 | 11.1%
COc1ccc(C(=O)Nc2cc3c(cc2C(=O)c2ccccc2Cl)OCCO3)cc1 | 22.6%
CCOC(=O)c1ccccc1NC(=O)N1CCCn2nc(C)cc21 | -11.4%
O=C([C@@H]1C[C@H](F)CN1C(=O)NCc1cccc(F)c1)N1CCc2ccccc2C1 | i
COc1cc(OC)c(C2C=C(C(=O)O)Nc3ncnn32)cc1OC (stereo unspecified) | 36.3%[activator]

Taken from above:
Cc1nn(C)c2c1c(-c1ccccc1)cc(=O)n2Cc1ccccc1Cl in Pf Dd2 inh shows -17.8%
COc1cc(Cl)c(NC(=O)CC(C)S(=O)(=O)c2cc3c(cc2C)NC(=O)CO3)c(OC)c1 (stereo unspecified) in Pf Dd2 inh shows -11.3%

Next section:
SMILES | Pf Dd2 inh
COCCN1C(=O)CO[C@H]2CN(Cc3ccccc3)C[C@H]21 | -16.1%[44.1 µM]
O=C(Cc1ccsc1)N1CCC2(CC1)CC(N1CCCCC1)CCO2 (stereo unspecified) | -11.1%
COc1ccc(-c2cc3nc4c(c(=O)n3[nH]2)CN(C(=O)CC(C)C)CC4)cc1 | u
COc1ccc(NC(=O)CN2C(=O)CC(c3ccc(C)c(C)c3)=Nc3ccccc32)cc1OC | u
COc1ccccc1C(=O)Nc1c(C(=O)c2ccccc2)oc2ccccc12 | u
CNC(=O)Cn1nc(C2CCN(C(=O)Cc3ccsc3)CC2)c2c1CCOC2 | 12.9%[5.79 µM]
Cc1nnc(C2CCCCCN2S(=O)(=O)c2cccnc2)o1 (stereo unspecified) | i
CN(C)c1ccc(C(=O)N2CCN3C(=O)N(Cc4ccccc4)C(=O)[C@H]3C2)cc1 | u
CCN1C(=O)c2ccccc2S(=O)c2ccc(C(=O)N3CCN(c4cc(Cl)ccc4C)CC3)cc21 (stereo unspecified) | 8.91µM*
O=C(CN1C(=O)COc2ccc(S(=O)(=O)N3CCCC3)cc21)N1CCN(c2cccc(C(F)(F)F)c2)CC1 | u
O=C(Nc1cc(-c2ccccc2)sc1C(=O)O)c1cccc(F)c1 | u
Fc1ccc(NC(=S)N[C@H]2CO[C@H]3[C@@H]2OC[C@@H]3n2nnnc2Oc2ccc3c(c2)OCO3)cc1 | i
COc1ccc(NC(=O)CCCSc2nc(-c3ccco3)cc(C(F)(F)F)n2)cc1OC | 78.9%[activator]
Cc1ccc(C(=O)NCc2nnc3cc(-c4nc(C5CC5)no4)ccn23)cc1C | u
Fc1ccc(CN2Cc3[nH]cnc3C[C@H]2c2nc(-c3ccccc3)no2)cc1 | u

SMILES | Pf Dd2 inh
CCOc1ccccc1NC(=O)C(=O)NCCc1sc(-c2cccc(F)c2)nc1C | i
O=C(CSc1nc2c(c(=O)[nH]1)CCCC2)Nc1cccc(O)c1 | i
Cc1cc(Sc2ccc(Cl)cc2)nc2ccccc12 | 22.2%
CCCCOc1ccc(CN2C(=O)C(=O)c3cc(C)ccc32)cc1OC | 30.7%[activator]
NC(=O)[C@@H]1CN(C(=O)c2ccoc2)C[C@H]1COc1ccccc1 | 9.7%

A portion of the library; count on the stated rates, not on these rows.
